High-throughput results deposited in PubChem by Southern Research Specialized Biocontainment Screening Center.
H37Rv inhibition: M. tuberculosis growth inhibition, HTS (AID 449762) | inhibition, % at 25 µM, or IC50 in µM where a hit was titrated | actives 0.59% (n = 330,000) | M. tuberculosis H37Rv growth inhibition, 7H9 media; higher % means a stronger effect; in the data active = a potency from the dose series; inconclusive = inhibition above about 70% without an active follow-up result;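 also: bacterial growth assessed after seven days of incubation; strong numbers were not always called active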
influenza NS1A: H1N1 influenza NS1A inhibitors, functional cell based assay (AID 504329) | NS1A functional cell-based assay, percent inhibition; higher % means a stronger effect | one-dose inhibition, % at 12.5 µM; IC50 in µM for titrated hits | actives 0.3% (n = 340,000); in the data active = a potency from the dose series; inconclusive = inhibition above about 27% without an active follow-up result; also: strong numbers were not always called active
inhibitors of VEEV: inhibitors of VEEV TC-83 cytopathic effect, confirmation, Vero cells (AID 588727); actives 0.13% (n = 350,000); inhibition, % at 20 µM, or IC50 in µM where a hit was titrated; Vero cells, VEEV TC-83 cytopathic effect inhibition; higher % means a stronger effect; in the data active = a potency from the dose series; inconclusive = inhibition mostly from about 14% at the one dose, without a potency; inactive = the rest, 99 in 100 with inhibition below about 12%; also: strong numbers were not always called active
PhoP GFP inhibition: PhoP regulon inhibitors, Salmonella typhi PhoP promoter GFP reporter, confirmatory (AID 1850) | Salmonella Typhi PhoP-promoter GFP reporter, fluorescence, 4 h; higher % means a stronger effect | inhibition, % at 50 µM; hits with a dose series show IC50 in µM | actives 0.33% (n = 310,000); in the data active = a potency from the dose series; inconclusive = inhibition mostly from about 25% at the one dose, without a potency; inactive = the rest, 99 in 100 with inhibition below about 19%;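 also: 0% = induced wells with vehicle and 100% = uninduced wells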
tuberculosis growth: growth inhibition of non-replicating M. tuberculosis (AID 488890). Mycobacterium tuberculosis non-replicating, growth inhibition; higher % means a stronger effect. one-dose inhibition, % at 25 µM; IC50 in µM for titrated hits. actives 0.39% (n = 320,000); in the data active = a potency from the dose series; inconclusive = inhibition mostly from about 82% at the one dose, without a potency; inactive = the rest, 99 in 100 with inhibition below about 76%;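 also: plate controls were DMSO cells for no effect and high antibiotic wells for full effect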
inhibitors of VEEV 10K pilot screen: recorded beside inhibitors of VEEV, whose call it bears; inhibition, %; measured here: 10K pilot screen inhibition
Active calls of the source: *; i = inactive; ? = inconclusive; . = no result given.

SMILES | H37Rv inhibition | influenza NS1A | inhibitors of VEEV | PhoP GFP inhibition | tuberculosis growth | others
Cc1ccc(NC(=O)CN(C)C(=O)Cc2c(Cl)cccc2Cl)cc1 | 0% | 5% | i | -3% | 32%
COC(=O)c1ccc2ccccc2c1OC1OC(CO)C(O)C(O)C1NC(C)=O (stereo unspecified) | 0% | 16% | 0.6% | -8% | 1%
O=C(NC1CCCCCC1)C1CCCN(S(=O)(=O)c2cccs2)C1 (stereo unspecified) | -4% | -3% | i | -7% | -11%
Cc1ccc(S(=O)(=O)NCc2ccccc2)cc1C(=O)N(C)Cc1ccccc1F | -16% | 17% | 1.9% | -2% | 12%
CCCCC[C@H](O)/C=C/[C@H]1[C@H](O)CC(=O)[C@@H]1CCCCCCC(=O)O | 7% | . | . | 14% | -9%
Cc1ccccc1Nc1nnc(C)c(=O)n1N | 2% | -2% | 0.3% | -5% | -18%
O=C(NC1CCC1)C1CCC(=O)N(Cc2ccccc2F)C1 (stereo unspecified) | 32% | 3% | 0.7% | -18% | 3%
S=C(NCCc1ccccc1)N1CCN(Cc2ccccc2)CC1 | 12% | -3% | 0.7% | 3% | 47%
CCC(Sc1nnnn1-c1ccccc1)C(=O)Nc1nc2ccccc2s1 (stereo unspecified) | 22% | -14% | 5.9% | -2% | 22%
Cc1ccc(S(=O)(=O)c2nc(S(=O)(=O)c3ccccc3)sc2N2CCN(CCO)CC2)cc1 | -6% | -2% | 6.2% | 1% | 2%
CC1CCc2[nH]c3ccc(C(=O)Nc4ccc(C(=O)N(C)C)cc4)cc3c2C1 (stereo unspecified) | 10% | -6% | 2.5% | -7% | 8%
COc1ccc(OC)c(S(=O)(=O)N2CCCC(C(=O)N3CCCCCC3)C2)c1 (stereo unspecified) | -3% | -1% | 1.8% | -2% | -5%
CCOC(=O)c1ccc(N2Cc3ccccc3C2)cc1O | -10% | -5% | i | 3% | 57%
O=C(CN1CCC(n2nnc3cc(F)ccc32)CC1)NCCc1ccccc1 | 12% | 2% | 0.2% | 5% | 24%
CCN(CC)S(=O)(=O)c1cccc(NC(=O)c2ccc(C#N)cc2)c1 | 2% | 2% | 2.7% | 11% | 16%
Cc1cc(-c2nnc(CCC(=O)N3CCN(Cc4cccnc4)CC3)o2)c(C)o1 | 2% | -7% | 0.7% | 12% | -17%
O=C(CSc1nc2c(c(=O)[nH]1)CN(Cc1ccc(F)cc1)CC2)Nc1ccc(F)cc1 | -2% | -6% | i | -5% | 42%
COc1ccc(-c2noc(-c3ccccc3F)n2)cc1 | 10% | 19% | 1.9% | -5% | .
Cc1ccc(S(=O)(=O)N2CCN(C3CC(=O)N(c4ccc(F)cc4)C3=O)CC2)cc1C (stereo unspecified) | 4% | -7% | i | . | 9%
Cc1cccc(OCc2nnc(SCc3cc(=O)n4cc(Br)ccc4n3)o2)c1 | ? | -20% | 3.7% | -2% | 61%
CCC(C)[C@H](NS(=O)(=O)c1ccc(C)cc1)C(=O)N1CCC(C(=O)N[C@H](C(=O)O)c2ccccc2)CC1 (stereo partly specified) | -4% | -3% | 1.0% | 13% | 16%
COCCN(C(=O)COC(=O)c1c(NC(C)=O)sc(C)c1C)c1c(N)n(Cc2ccccc2)c(=O)[nH]c1=O | 2% | -3% | 8.9% | 5% | 42%
COCCNC(=O)c1cccc2c1-c1ccccc1C2=O | 0% | -10% | 0.8% | 8% | -8%
Cc1nn(-c2ccc(C(=O)O)cc2)c2c1C(=O)CC(C)(C)C2 | 5% | 0% | 0.6% | -34% | -2%
CCC(Sc1nnnn1-c1ccccc1)C(=O)NC(C)c1ccccc1 (stereo unspecified) | 1% | -3% | i | 2% | 17%
NC(=O)c1ccc(-c2noc(-c3ccccc3F)n2)cc1 | 1% | 9% | 2.6% | . | -16%
O=C(NCCCc1ccccc1)c1cccc(NC(=O)c2ccccc2)c1 | . | -11% | 1.5% | . | .
CCOc1ccc(N2C(=O)CC(N(CCc3ccc(OC)c(OC)c3)C(=S)Nc3ccccc3)C2=O)cc1 (stereo unspecified) | 7% | 18% | 1.9% | -11% | -4%
Cn1ncc(Br)c1C(=O)OCC(=O)Nc1nc(-c2ccccc2)cs1 | 18% | 5% | 2.0% | -14% | 11%
CCOC(=O)/C=C/[C@H]1CC(c2ccccc2)(c2ccccc2)CO1 | 1% | 4% | i | . | -4%
Cc1ccc2c(Cl)c(C(=O)Nc3cc(C)on3)sc2c1 | -5% | -3% | 1.3% | -6% | 10% | inhibitors of VEEV 10K pilot screen=4.9
O=C(CCn1nc(-c2ccc(Cl)cc2)c2ccccc2c1=O)NCCN1CCOCC1 | 1% | 2% | 5.9% | -5% | 14%
Cc1cccc(NC(=O)C2C3C=CC4(O3)C2C(=O)N(CCCN2CCCC2)C4C(=O)NC2CCCC(C)C2C)c1 (stereo unspecified) | 0% | 3% | 1.2% | 1% | 18%
CCCCCCSc1nsc(N)n1 | ? | 11% | 1.6% | 0% | 76%
COCc1cc(C)nc(OCC(=O)N/N=C/c2ccc(O)cc2O)c1C#N | -4% | 29% | i | -8% | -15%
CN(C)c1cccc(C(=O)NNC(=S)NC2CC3CCC2C3)c1 (stereo unspecified) | 8% | 1% | i | 19% | -18%
Cc1nc(NS(=O)(=O)c2ccccc2C)c2c3c(sc2n1)CCC3 | 7% | . | . | 1% | 18%
CCCN1/C(=C(/C#N)C2=NS(=O)(=O)c3ccccc32)N(C)c2ccccc21 | -10% | -4% | i | 0% | 1%
S=c1[nH]ccc2ccccc12 | . | -18% | 0.7% | . | .
CCOP(=O)(OCC)C(NC(=O)c1cccs1)C(F)(F)F (stereo unspecified) | -4% | -7% | 5.1% | -5% | 0%
Cc1oc2c(C)c3oc(=O)c4c(c3cc2c1C)CCC4 | . | -7% | 3.5% | . | .
O=C1Nc2ccc(F)cc2C12Nc1ccccc1-c1nnc(SCc3ccccc3)nc1O2 (stereo unspecified) | -10% | 3% | 1.2% | -9% | -7%
O=S(=O)(CCN1CCN(c2ccccn2)CC1)c1ccc(Cl)cc1Cl | -9% | -5% | 0.5% | 10% | 8.6µM*
O=C(CCN1C(=O)CSc2ccccc21)Nc1ccc(OC(F)(F)F)cc1 | ? | -1% | 8.5% | . | 53%
COc1ccc(OC)c(C2NC(=O)N(C)C(C)=C2C(=O)OCc2ccccc2)c1 (stereo unspecified) | 0% | 0% | 1.5% | -7% | 12%
Cc1ccc2c(c1)c(C)c(C)n2CC(O)Cn1nc(C)c(Br)c1C (stereo unspecified) | -3% | 5% | i | 8% | 28%
CSCCC(NC(=O)c1ccccc1)C(=O)N1CCN(Cc2ccc(Cl)cc2)CC1 (stereo unspecified) | . | -4% | 7.5% | . | .
Cc1ccc(-c2ccccc2NC(=O)CS(=O)CC(=O)Nc2ccc(C)c(Cl)c2)o1 (stereo unspecified) | 4% | 0% | 0.4% | 42% | 28%
CS(=O)(=O)N(CC(=O)N1CCCCC1)c1ccc(Cl)c(C(F)(F)F)c1 | 3% | 11% | 0.1% | 0% | 15%
Fc1ccc(/C=N/n2c(-c3cccs3)n[nH]c2=S)cc1 | -2% | -5% | 0.6% | -6% | 4%
O=C(c1ccc(-c2ccc(Cl)cc2)o1)N1CCN(S(=O)(=O)c2cccs2)CC1 | 19% | -13% | 3.6% | . | 74%
O=C(CNC(=O)C(c1ccccc1)c1ccccc1)N/N=C\c1cccc(O)c1 | 11% | -2% | 0.6% | -11% | 17%
Clc1nssc1=Nc1ccccc1 | . | -2% | 0.5% | . | .
CCOC(=O)C1NN=C(C(=O)c2ccccc2)C1c1ccc(Cl)cc1 (stereo unspecified) | -5% | 3% | i | -10% | 33%
CCOC(=O)CN(C(=O)COc1ccc2c(C)cc(=O)oc2c1)c1ccc(OCC)cc1 | 7% | 0% | 0.4% | -2% | 11%
CC(C)c1ccc(NC(=O)COC(=O)CSc2nnc(N)s2)cc1 | -8% | -6% | 1.1% | -4% | 2%
OCCC1CN(C2CCSCC2)CCN1C1CCCC1 (stereo unspecified) | -4% | -3% | 0.7% | 6% | 8%
COCCNC(=O)c1c(N)n(Cc2ccco2)c2nc3ccccc3nc12 | 6% | 4% | 1.4% | 3% | 19%
CN(Cc1cccnc1)C(=O)c1ccc2nc(Cc3ccccc3F)oc2c1 | -4% | 4% | i | 1% | 11%
Cc1ccccc1CN1CCCNC1=O | . | 4% | 2.6% | 3% | .

Following part
SMILES | H37Rv inhibition | influenza NS1A | inhibitors of VEEV | PhoP GFP inhibition | tuberculosis growth | others
CC12CCC(C(=O)NNc3ccccc3)(OC1=O)C2(C)C (stereo unspecified) | ? | -3% | i | 7% | 41%
Cc1cc(NC(=O)CCCN2C(=O)c3cccnc3C2=O)ccc1Br | -10% | -13% | 2.9% | -3% | 2%
COc1cccc(C2CC(=O)Nc3n[nH]c(-c4ccccc4)c32)c1OC (stereo unspecified) | 9% | -1% | 1.1% | 10% | 13%
COc1ccc(OC)c(CCNC(=O)CCCc2nnc3n(C)c(=O)c4sccc4n23)c1 | 12% | 5% | 3.0% | 5% | -16%
Cc1ccc(S(=O)(=O)CCC(=O)Nc2cccc(C)c2)cc1 | -6% | -2% | 0.8% | 15% | 8%
COc1ccc(NC(=O)CSc2nc(SC)ns2)cc1 | ? | 4% | i | 4% | ?
CCC(C)NC(=O)CSc1nnc(-c2c[nH]c3ccccc23)o1 (stereo unspecified) | -12% | 4% | 0.2% | 7% | 70%
c1ccc2[nH]c(NN=C3CCCCCC3)nc2c1 | -3% | -12% | 1.2% | 11% | 6%
COc1ccccc1N1C(=O)NC(=O)/C(=C/c2ccc3c(c2)Cc2ccccc2-3)C1=O | 11% | -4% | 0.1% | -4% | 52% | inhibitors of VEEV 10K pilot screen=1.1
O=C(N/N=C/c1cccs1)C1CC(=O)N(c2ccccc2)C1 (stereo unspecified) | -3% | 3% | 4.0% | 1% | 9% | inhibitors of VEEV 10K pilot screen=1.7
O=C(NCCc1ccccc1F)C1CC(=O)N(c2cccc(C(F)(F)F)c2)C1 (stereo unspecified) | . | -9% | 0.3% | . | .
O=C(Nc1ccc(Cl)cc1)N(Cc1cccs1)Cc1cccs1 | 1% | -5% | 5.2% | -2% | 5%
O=[N+]([O-])c1cc(F)c(N2CCCCC2)cc1Br | 0% | 19% | 0.9% | 7% | 23%
Cc1ccc(COC(=O)c2nn(C)c(=O)c3ccccc23)cc1 | -4% | -8% | 0.8% | 4% | 66%
O=C(CN1CCCCC1)Nc1ccccc1Oc1ccccc1 | 5% | 1% | 0.7% | 6% | 2%
COC(=O)c1ccc(N2CCN(C)CC2)c(NC(=O)COc2ccc(C)cc2)c1 | 7% | 2% | 6.5% | -8% | 23%
COc1ccc(C2c3c(ncn(Cc4ccco4)c3=N)Oc3ccc4ccccc4c32)cc1 (stereo unspecified) | ? | 6% | 5.7% | -5% | 46%
O=C(Nc1cccc(Cl)c1Cl)c1ccccc1OCC(=O)N1CCOCC1 | 15% | -10% | 5.4% | 0% | -11%
CCOc1cc(C(N)=O)cc(OCC)c1OCC | -11% | 1% | 1.9% | -2% | 12% | inhibitors of VEEV 10K pilot screen=0.9
Cc1ccc(NC(=O)CCc2c(C)[nH]c(=O)c(C#N)c2C)cc1 | -3% | 0% | 4.5% | -5% | 6%
Cc1ccc2c(c1)[C@@H]1CN(C)CC[C@@H]1N2S(=O)(=O)c1ccc([N+](=O)[O-])cc1 | -10% | -3% | i | 1% | -17%
COc1ccc(NC(=O)COC(=O)CCc2nc3ccccc3c(=O)[nH]2)cc1Cl | -2% | -2% | i | . | -5%
